PTAP TSG101 blk = blocks PTAP/TSG101 interaction to inhibit HIV-1 budding. Q99816. Fluorescence polarization, FITC-PTAP peptide / Tsg101 binding. Potency, µM (doses to about 115 µM), inactives show at the highest dose activity change, negative = inhibition, actives largely listed as inhibitors. 340,000 tested, under 10 active. AID 493005; active = well fitted inhibition curve with a large enough effect in the main read-out, with a control signal flat, not every such curve was filed as active; inconclusive = small, poorly fitted or top-dose-only effect, or effect the other way, or a change in a side signal; inactive = no such curve, though single readings can be large or run the other way; note: potency is the fitted concentration of half-maximal effect; % of control where 0% means no effect
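Steps: Tsg101 binding domain dispensed (10 uM final), compounds pinned in DMSO, FITC-labeled PTAP-motif peptide added (50 nM final); after 20 min binding at room temperature, polarization measured.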
a7 integrin act = integrin-mediated muscular dystrophy alleviation activation. 0.064% of 350,000 active. alpha7betagal myoblasts, beta-gal FDG fluorescence, 48 h. Potency, µM (series often up to 38.3 µM), for the others: top-dose activation, usual class: activators;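 note: potency is the fitted concentration of half-maximal effect; 100% = response of the positive control SU9516; nearly all actives have a fitted effect of over 60% in size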
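alpha7betagal+/- myoblasts (passage 13, 250/well) treated 48 h at 37C with compounds at 1:260 dilution of DMSO stock. Lysed, then beta-galactosidase activity read as FDG fluorescence (ex 480/em 540) after 30 min, with pre-read for autofluorescence.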
PKM2 activator = increases activity of human pyruvate kinase M2 | P14618 | purified PKM2, Kinase-Glo ATP luminescence, activation; response scale: 0% is enzyme alone, no compound | Potency, µM (top dose mostly 57.5 µM), for the others: at the highest dose activation, most hits filed as activators | 0.34% of 260,000 active | AID 1631; note: potency is the fitted concentration of half-maximal effect; % is set by controls: 0 for no effect and ±100 for the full control effect; nearly all actives have a fitted effect of over 55% in size
Target sequence (P14618 whole entry, looked up): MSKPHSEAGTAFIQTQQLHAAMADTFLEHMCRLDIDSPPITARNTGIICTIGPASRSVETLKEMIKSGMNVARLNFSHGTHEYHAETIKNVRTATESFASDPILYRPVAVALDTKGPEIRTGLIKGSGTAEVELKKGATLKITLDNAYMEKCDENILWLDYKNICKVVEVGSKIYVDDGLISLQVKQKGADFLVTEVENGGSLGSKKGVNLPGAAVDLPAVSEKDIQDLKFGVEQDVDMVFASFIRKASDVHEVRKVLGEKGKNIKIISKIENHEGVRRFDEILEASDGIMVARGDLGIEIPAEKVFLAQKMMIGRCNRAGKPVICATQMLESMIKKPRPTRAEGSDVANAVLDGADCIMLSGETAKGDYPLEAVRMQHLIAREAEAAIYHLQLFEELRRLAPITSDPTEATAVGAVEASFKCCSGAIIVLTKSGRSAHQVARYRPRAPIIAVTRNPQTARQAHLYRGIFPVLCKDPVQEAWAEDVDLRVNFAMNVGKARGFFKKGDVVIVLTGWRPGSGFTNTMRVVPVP
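Kinase-Glo luminescence reports ATP generated from ADP (0.1 mM) and PEP (0.5 mM) by purified hPK-M2 after 1 h at room temperature, pH 7.2 imidazole buffer; intermediate enzyme activity allows detecting inhibitors and activators.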
Giardia kill = kills Giardia lamblia; 0.15% of 340,000 active; Giardia lamblia trophozoite viability; activity change, % at 7.66 µM, hits read low; AID 540267; in the data active = activity change below about -80%; inconclusive = between about -30% and that limit;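 note: parasites exposed to compound for two days anaerobically before the ATP read; % is set by controls: 0 for no effect and ±100 for the full control effect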
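Compounds were tested on trophozoites seeded at 100 cells/well and held 48 hrs at 37 deg C anaerobically. An ATP-based luminescent kit measured the remaining live cells.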
Menin-MLL TR inh = displaces Texas Red mutant MLL peptide from human menin. O00255. Menin + Texas Red MLL mutant peptide, fluorescence polarization. Potency, µM (titrated, usually from 61.6 µM), inactives show top-dose FP activity change, negative = inhibition, most hits filed as inhibitors. 0.23% of 270,000 active. AID 1768; active = well fitted inhibition curve with a large enough effect in the polarisation, with a control signal flat, not every such curve was filed as active; inconclusive = small, poorly fitted or top-dose-only effect, or effect the other way, or a change in a side signal; inactive = no such curve, though single readings can be large or run the other way; the % refers to the polarisation; note: potency is the fitted concentration of half-maximal effect; % of control where 0% means no effect; many of its hits are not listed in these tables
ASM inhibitor = inhibitors of human secretory acid sphingomyelinase | P17405 | placental ASM, HMU-PC fluorogenic substrate, 60 min | Potency, µM (highest dose often 57.5 µM), without a hit: top-dose activity change, negative = inhibition, most hits filed as inhibitors | 0.006% of 340,000 active | AID 504937; note: potency is the fitted concentration of half-maximal effect
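Steps: dispense placental human ASM, pin compound, wait 10 min at room temperature, add HMU-PC0 substrate at 9 uM final, incubate 60 min at 37 °C, add stop solution raising pH to 10, read fluorescence.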
FBPA coupling cs = coupling enzyme interference in Giardia aldolase counter-screen | coupling enzyme system counterscreen, AmpLite Red fluorescence | activity change, negative = inhibition, % at 58.2 µM, hits read low | 0.67% of 290,000 active; in the data active = activity change below about -30%; note: % is set by controls: 0 for no effect and ±100 for the full control effect
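Counterscreen lacking aldolase: glyceraldehyde-3-phosphate coupling-enzyme reagent preincubated 10 min at RT with compound (at 57.5 uM final), then substrate/coupling system with AmpLite Red added; fluorescence read at 525/598 nm after 20 min RT.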
Tb PFK block = blocks T. brucei phosphofructokinase | T. brucei PFK, ADP-Glo luminescence | Potency, µM (highest dose often 57.5 µM), inactives show top-dose activity, negative = inhibition, hits mostly inhibitors | 0.17% of 330,000 active | AID 485367;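 note: potency is the fitted concentration of half-maximal effect; 0% = uninhibited 1x PFK enzyme wells and -100% = no-enzyme wells; nearly all actives have a fitted effect of over 60% in size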
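PFK 1.25 nM, F6P 0.5 mM, ATP 0.1 mM, 0.1 M TEA pH 8.0, 5 mM MgCl2, 0.01% Tween20, 0.1% BSA; 45 min RT. ADP-Glo readout. qHTS titration up to 57 uM; curves fitted, compounds curve-classed.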
B2AR arrestin = agonists driving beta-arrestin recruitment to human beta2-adrenergic receptor; P07550; beta-arrestin recruitment to beta2AR, cell-based reporter; 0.02% of 330,000 active; Potency, µM (highest dose often 46.1 µM), for the others: at the highest dose activation, most hits filed as activators; AID 492947;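 note: potency is the fitted concentration of half-maximal effect; 0% = DMSO controls and full agonism = EC100 isoproterenol or metaproterenol; nearly all actives have a fitted effect of over 65% in size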
Target sequence (P07550 whole entry, looked up): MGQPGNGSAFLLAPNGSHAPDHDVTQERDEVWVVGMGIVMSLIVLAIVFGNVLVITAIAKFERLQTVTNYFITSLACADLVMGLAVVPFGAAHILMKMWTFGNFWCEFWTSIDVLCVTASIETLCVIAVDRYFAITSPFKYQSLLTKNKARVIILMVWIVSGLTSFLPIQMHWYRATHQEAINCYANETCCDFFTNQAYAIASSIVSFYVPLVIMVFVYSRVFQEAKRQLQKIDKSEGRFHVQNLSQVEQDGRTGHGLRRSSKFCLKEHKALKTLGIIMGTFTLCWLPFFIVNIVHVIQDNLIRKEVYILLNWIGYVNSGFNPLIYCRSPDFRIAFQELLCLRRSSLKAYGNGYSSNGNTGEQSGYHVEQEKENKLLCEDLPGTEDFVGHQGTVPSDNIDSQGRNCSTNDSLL
GALK inh = galactokinase (human) inhibition. Potency, µM (doses to about 57.5 µM), inactives show top-dose activity change, negative = inhibition, usual class: inhibitors. Purified GALK, Kinase-Glo residual ATP luminescence. P51570. 0.007% of 270,000 active; note: potency is the fitted concentration of half-maximal effect; % is set by controls: 0 for no effect and ±100 for the full control effect
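Compounds were pin-transferred into ATP buffer (35 uM final), then GALK plus galactose (5 nM, 100 uM final) was added. After 1 h at room temperature, Kinase-Glo Plus was added and luminescence read after 10 min.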
BCR signal inh = chronic active BCR signaling inhibition; ABC-DLBCL IkBa-CBG/CBR reporter, luminescence ratio, 4 h; Potency, µM (doses to about 46.1 µM), inactives show top-dose ratio change, negative = lower green/red ratio, actives largely listed as inhibitors; 0.05% of 340,000 active; AID 493014; active = well fitted inhibition curve with a large enough effect in the signal ratio, with a control signal flat, not every such curve was filed as active; inconclusive = small, poorly fitted or top-dose-only effect, or effect the other way, or a change in a side signal; the % refers to the signal ratio;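 note: potency is the fitted concentration of half-maximal effect; plate controls were basal doxycycline-induced cells for no effect and cells given 10 µM MG132 for full effect; MG132 reads +100%, hits lower the ratio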
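TMD8 ABC-DLBCL cells carrying doxycycline-inducible green luciferase fused to IkappaBalpha plus unfused red luciferase were exposed to compounds (up to 46 uM) for 4 hrs at 37C. Activity came from the overlap-corrected green/red luminescence ratio.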
An asterisk follows results filed as active; ? = inconclusive; . = no result given; [ ] = dose if it differs, or a comment. Unless noted, calls come from the whole dose curve; as a rule, active = well fitted curve in the direction sought with a large enough effect; inconclusive = small, poorly fitted or top-dose-only effect, or another doubt; inactive = no such curve, though single readings can be large; an effect the other way counts as inactive or inconclusive. A portion of the library; rates above refer to the full screens.

SMILES	PTAP TSG101 blk	a7 integrin act	PKM2 activator	Giardia kill	Menin-MLL TR inh	ASM inhibitor	FBPA coupling cs	Tb PFK block	B2AR arrestin	GALK inh	BCR signal inh
CCCC(=O)NC(=S)N1CCN(c2ccc([N+](=O)[O-])cc2)CC1	1%	-3%	0%	-25	-16%	-4%	-32*	-6%	-1.0%	0%	1%
O=C1CN2NC(=S)N(c3ccc(Cl)cc3)C2=CN1c1ccc(Cl)cc1	-4%	-11%	4%	13	4%	0%	1	2%	-0.1%	-1%	8%
COc1ccc(C(=O)NCc2nnc(SCC(=O)Nc3cc(OC)ccc3OC)o2)cc1	-8%	14%	.	-9	12%	-1%	1	-8%	-0.1%	-1%	1%
CCOC(=O)c1cnc2c(C)cc(C)cc2c1NCCCN1CCOCC1	-5%	-20%	-1%	-14	-25%	200%[activator]	-6	1%	-0.9%	3%	0%
Cc1ccc(-c2noc(CN(C)C(=O)Nc3ccc(F)cc3)n2)cc1	2%	-18%	2%	5	1%	-2%	-1	-3%	0.0%	0%	-2%
Cc1ccccc1C(=O)N/N=C/c1ccc(OCC(=O)N2CCCCC2)cc1	-2%	1%	-2%	22	-3%	4%	5	-4%	-0.3%	3%	?
CCCn1c(NCc2cccc(OC)c2OC)nc2ccccc21	-3%	-11%	3%	17	-9%	0%	3	1%	0.2%	0%	7%
COc1cc2c(cc1OC)[C@H](C)N(C(=O)COc1ccccc1)CC2	-4%	-16%	.	-7	-11%	2%	-2	-4%	-0.3%	0%	-13%
CC(=O)C1=C(O)C(=O)N(c2cccc(Br)c2)C1c1ccccc1Cl (centres undefined)	-3%	0%	3%	-6	23%	6%	0	2%	-0.8%	-2%	0%
Cc1ccccc1CC(=O)NC1CCN(C)CC1	3%	6%	0%	-16	8%	0%	3	-1%	0.1%	0%	0%
Cc1cccc(C)c1NC(=O)Cn1c(=O)c2cccn2c2ccccc21	-6%	?	.	26	-4%	3%	-1	-2%	-0.1%	-2%	2%
COc1ccc(C(CNc2ccc(S(C)(=O)=O)cc2[N+](=O)[O-])N(C)C)cc1OC (centres undefined)	0%	-19%	5%	-12	11%	-13%	1	2%	0.2%	-3%	-4%
CCOc1ccc(-c2noc(CCC(=O)NC3CCCCC3)n2)cc1OC	-2%	?	4%	-14	2%	6%	3	0%	-0.5%	0%	-12%
O=C1c2cccnc2C(=O)N1Cc1ccc(S(=O)(=O)N2CCN(c3ccccc3)CC2)cc1	5%	-5%	.	-10	6%	0%	1	-1%	-0.1%	8%	-1%
Cc1ccc(-c2nnc(NC(=O)CCS(=O)(=O)c3ccc(F)cc3)o2)c(C)c1	-2%	-18%	.	6	.	2%	.	3%	0.6%	.	-19%
C=CCn1c(NCc2cc(Cl)ccc2O)nc2ccccc21	1%	33%	0%	22	?	-1%	-1	-1%	0.1%	1%	11%
O=C(Nc1ccc(-n2cnnn2)cc1)C1CCCCC1	-2%	16%	-4%	3	14%	-6%	-1	-1%	0.0%	2%	?
CSC1CCCCC1(O)CSc1nc2c(cc1C#N)CCCC2 (centres undefined)	-6%	-23%	-2%	-20	-4%	-2%	3	?	-0.1%	0%	?
CCC1=C/C(=C/c2sc3ccccc3[n+]2CC)CC(C)(C)C1	0%	-42%[inhibitor]	?	-21	-10%	-3%	-18	-4%	0.0%	-1%	?
COCCN(C(=O)/C=C/c1ccccc1)c1c(N)n(Cc2ccccc2)c(=O)[nH]c1=O	-7%	15%	16%	-5	11%	1%	1	1%	-1.1%	-1%	0%
CCn1nc(C)c(Br)c1C(=O)Sc1ccccc1Cl	-1%	-33%	4%	12	.	-4%	-2	2%	-0.6%	.	-12%
O=C1C=C(NC(=O)Nc2ccc(Cl)c(Cl)c2)CCC1	-10%	-18%	0%	5	-8%	7%	1	-7%	-0.3%	1%	?
CC1CCCC(NC(=O)c2ccc3c(c2)NC(=O)CS3)C1C (centres undefined)	0%	?	.	-6	.	4%	.	0%	0.5%	0%	?
CCCNC(=O)C1CN(S(=O)(=O)c2ccc(C)cc2)c2ccccc2O1 (centres undefined)	-1%	3%	0%	-16	7%	-5%[11.5 µM]	-4	0%	0.2%	-2%	3%
Cc1ccc(C)c(N2CCN(C(=O)CCc3nc(-c4ccc(Cl)cc4)no3)CC2)c1	1%	1%	.	-21	.	-8%	.	-2%	0.0%	.	1%
COc1cccc(CN(C)C(=O)Nc2cccc(C(F)(F)F)c2)c1OC	-4%	21%	-4%	-1	-3%	3%	2	1%	-0.7%	-4%	15%
CCOc1ncccc1C(=O)OCC(=O)Nc1cc(C(C)(C)C)ccc1OC	-3%	7%	.	-5	.	-2%	.	0%	0.1%	.	-1%
C#CCOCCOCCOCCNc1nc(N2CCN(C(=O)CCCCCCCCCCNC(=O)Cn3cc(CCCCCN)nn3)CC2)nc(N2CCN(C(=O)CCCCCCCCCCNC(=O)[C@H]([C@@H](C)CC)n3cc(CCCCCN)nn3)CC2)n1	.	-47%[inhibitor]	.	-19	.	?	.	-6%	-0.2%	.	3%
NC(N)=N/N=C/c1ccccc1OC(F)F	0%	-5%	.	-10	-1%	6%	2	-2%	0.1%	11%	1%
O=C(N/N=C\c1ccc(Sc2ccccn2)o1)c1cccc(Br)c1	-2%	0%	-4%	21	23%	-6%	.	-2%	0.3%	0%	?
Cc1ccc(-c2nn(CC(=O)NCCN3CCOCC3)c(=O)c3ccccc23)cc1	-4%	-2%	-6%	2	6%	-1%	3	-3%	2.7%	3%	0%
CCCCN(C)CCCNC(=O)C1(O)c2ccccc2NC(=O)N1c1ccc(Cl)cc1 (centres undefined)	-7%	7%	.	-25	-7%	2%	1	0%	1.1%	-2%	?
CC(=O)Nc1ccc(Nc2c([N+](=O)[O-])c(=O)n(-c3ccccc3)c3ccccc23)cc1	-3%	14%	-11%	-13	24%	-4%	2	-5%	-0.3%	4%	5%
CC12COC3(C(=O)Nc4nccs4)CC1CCC32C (centres undefined)	-2%	-2%	-5%	-13	9%	0%	-1	5%	0.4%	-4%	1%
COC(=O)c1ccc(OC(=O)CCc2cc(OC)c(OC)c(OC)c2)cc1	-11%	15%	17%	0	7%	-1%	5	-5%	-0.2%	7%	-1%
O=C1c2nccnc2C(=O)N1c1ccc(F)cc1	0%	?	3%	17	8%	0%	1	1%	0.1%	-3%	9%
COc1ccc(CNC(=O)C2CC(c3ccc(C(F)(F)F)cc3)=NO2)cc1 (centres undefined)	-1%	11%	-1%	6	.	-2%	0	1%	0.2%	-3%	-10%
Cc1nn(CC(=O)Nc2nnc(CC(=O)N3CCCC3)s2)c(=O)c2ccccc12	-2%	15%	-9%	23	-3%	0%	8	3%	-0.9%	2%	-1%
CCn1c(CSc2nc3ccccc3s2)nnc1SCC(=O)c1ccc2c(c1)OCCO2	-8%	-1%	2%	-23	-10%	-1%	1	-2%	-1.0%	0%	-2%
CC(=O)Nc1ccccc1-c1nc2ccc(C(=O)N3CCN(c4cccc(C)c4)C(C)C3)cc2[nH]c1=O (centres undefined)	-4%	26%	1%	3	-1%	120%[activator]	-1	-5%	0.2%	2%	-5%
CCCC(c1nnnn1CC(=O)OCC)N(Cc1cc2c(C)cc(C)cc2[nH]c1=O)C1CCCC1 (centres undefined)	-4%	-3%	-2%	-13	-5%	-6%	-3	2%	0.0%	5%	0%
O=C(NCC(c1ccco1)N1CCCC1)c1ccc(Cl)c(S(=O)(=O)N2CCc3ccccc32)c1 (centres undefined)	0%	-49%[inhibitor]	.	47[activator]	.	0%	.	0%	0.1%	.	-3%
CCOCCOC(=O)C(C)Sc1n[nH]c(=O)[nH]c1=O (centres undefined)	0%	5%	-3%	11	15%	-2%	1	1%	-0.2%	0%	?
CCN1C(=O)C2(C(C(=O)c3ccc(C)o3)=C(O)C(=O)N2CCCN(C)C)c2ccccc21 (centres undefined)	-4%	3%	-3%	-16	.	0%	1	-10%	-0.2%	-1%	18%
COc1ccccc1-c1c(C#N)c(N)nc2c1CCC2	-1%	1%	1%	9	.	234%[activator]	-3	0%	4.3%	-2%	6%
O=C(CSc1nc(O)cc(=O)n1-c1ccccc1)c1ccc(Br)cc1	-6%	6%	4%	-14	.	-3%	10	5%	0.5%	0%	1%
O=C(c1ccc(-c2ccccc2)cc1)N1CCC(C(=O)N2CCCC2)CC1	-3%	-26%	-7%	7	?	-2%	2	0%	-0.2%	-2%	?
COC(=O)c1ccc(C)c(NC(=O)Cc2ccc([N+](=O)[O-])cc2)c1	.	.	4%	.	-11%	.	0	3%	-0.2%	1%	2%

Source: PubChem (National Center for Advancing Translational Sciences (NCATS))
